STK33 kin inh – human STK33 kinase inhibition. Q9BYT3. ADP-Glo luminescence, MBP substrate. inhibition, % at 12.5 µM. 27,000 tested, 0.44% active; in the data active = inhibition above about 20%
Target sequence (Q9BYT3 whole entry, looked up): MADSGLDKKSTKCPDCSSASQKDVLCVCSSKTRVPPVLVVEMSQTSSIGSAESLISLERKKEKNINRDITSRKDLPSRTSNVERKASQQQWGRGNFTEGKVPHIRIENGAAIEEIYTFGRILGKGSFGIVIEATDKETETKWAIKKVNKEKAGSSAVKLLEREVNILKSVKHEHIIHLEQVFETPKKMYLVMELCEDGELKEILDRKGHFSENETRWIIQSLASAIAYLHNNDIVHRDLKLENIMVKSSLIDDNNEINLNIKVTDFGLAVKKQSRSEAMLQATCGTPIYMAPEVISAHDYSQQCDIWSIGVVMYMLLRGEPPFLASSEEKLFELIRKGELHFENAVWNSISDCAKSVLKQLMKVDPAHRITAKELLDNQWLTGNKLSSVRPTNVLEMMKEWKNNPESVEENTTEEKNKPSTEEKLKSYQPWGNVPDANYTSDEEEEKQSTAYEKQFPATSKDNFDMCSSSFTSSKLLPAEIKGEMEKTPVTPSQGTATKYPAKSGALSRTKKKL
mut p53 react – re-activators of the mutant p53 pathway; SW480 PUMA-promoter luciferase, p53 mutant reactivation; 28,000 tested, 1.5% active; AID 624151; activation, % at 9.98 µM; in the data active = activation above about 52%
Active calls of the source: *; . = not tested or not shown. This is a subset; the hit share may differ from the screen's.

mol,STK33 kin inh,mut p53 react
O=C(COc1ccc(N2CC(C(=O)O)CC2=O)cc1)Nc1cccc(C(F)(F)F)c1 (centres undefined),-4.3,3.9
Cc1cc(C(=O)Nc2cccc3c2O[C@@H](CN(C)Cc2ccc4c(c2)OCO4)[C@H](C)CN([C@@H](C)CO)C3=O)n(C)n1,.,8.9
C[C@@H]1CCCCO[C@@H](CN(C)C)[C@H](C)CN([C@@H](C)CO)C(=O)c2cc(NC(=O)Nc3ccc4c(c3)OCO4)ccc2O1,.,14.7
Cc1ccc(NC(=O)COc2ccccc2)c(NC(=O)c2ccc(Cl)cc2)c1,1.0,0.4
COC(=O)CCN(C(=O)c1ccc(OC(C)=O)cc1)c1ccccn1,1.4,-1.4
O=C(CSc1nnc(-c2cccs2)n1-c1ccccc1Cl)Nc1cccc(C(=O)O)c1,-0.4,19.9
CCCc1cc(=O)[nH]c(SCC(=O)Nc2cc(C)cc(C)c2)n1,-2.6,-7.8
C[C@H]1CN([C@@H](C)CO)C(=O)Cc2cc(NC(=O)c3ccncc3)ccc2O[C@H]1CN(C)CC1CC1,2.6,1.1
COc1ccccc1NC(=O)N(C)C[C@H]1OCc2ccccc2-c2ccccc2C(=O)N([C@@H](C)CO)C[C@H]1C,.,17.3
CNc1cc(OC)c(C(=O)NC2CCN(Cc3ccccc3)C2C)cc1Cl (centres undefined),.,5.7
C[C@@H]1CN([C@@H](C)CO)S(=O)(=O)c2ccc(-c3ccc(F)cc3)cc2O[C@H]1CN(C)C(=O)Nc1ccc(F)cc1,.,-28.7
C[C@@H]1CCCCO[C@@H](CN(C)C(=O)c2ccncc2)[C@H](C)CN([C@@H](C)CO)C(=O)c2cc(NS(C)(=O)=O)ccc2O1,.,4.9
COc1ccccc1-c1ccc2c(c1)O[C@@H](CN(C)Cc1ccc3c(c1)OCO3)[C@@H](C)CN([C@@H](C)CO)S2(=O)=O,.,-24.4
CCCC#Cc1cnc2c(c1)C(=O)N([C@H](C)CO)C[C@H](C)[C@@H](CN(C)C(=O)C1CCOCC1)O2,.,6.1
COc1ccccc1CNC(=O)C[C@H]1C[C@H]2c3cc(NC(=O)CC4CC4)ccc3O[C@H]2[C@H](CO)O1,.,4.3
C[C@H]1CN([C@@H](C)CO)C(=O)Cc2cc(NC(=O)c3ccncc3)ccc2O[C@@H]1CN(C)S(=O)(=O)c1cccs1,0.7,.
COc1cccc(-c2cnc3c(c2)C(=O)N([C@@H](C)CO)C[C@H](C)[C@@H](CN(C)CC2CCCC2)O3)c1,.,4.1
C[C@H](CO)N1C[C@H](C)[C@H](CN(C)S(=O)(=O)c2cccs2)Oc2ccc(NC(=O)Nc3ccc(F)cc3)cc2C1=O,.,-31.4
C[C@@H]1CN([C@H](C)CO)C(=O)CCCn2cc(nn2)CO[C@@H]1CN(C)C(=O)Oc1ccccc1,-3.2,.
CCCC1C2C(=O)N(c3ccccc3)C(=O)C2ON1c1ccc(Cl)c(Cl)c1 (centres undefined),-2.0,.

Next section; it opens with the 4 that closed the last part.
mol,STK33 kin inh,mut p53 react
COc1cccc(-c2cnc3c(c2)C(=O)N([C@@H](C)CO)C[C@H](C)[C@@H](CN(C)CC2CCCC2)O3)c1,.,4.1
C[C@H](CO)N1C[C@H](C)[C@H](CN(C)S(=O)(=O)c2cccs2)Oc2ccc(NC(=O)Nc3ccc(F)cc3)cc2C1=O,.,-31.4
C[C@@H]1CN([C@H](C)CO)C(=O)CCCn2cc(nn2)CO[C@@H]1CN(C)C(=O)Oc1ccccc1,-3.2,.
CCCC1C2C(=O)N(c3ccccc3)C(=O)C2ON1c1ccc(Cl)c(Cl)c1 (centres undefined),-2.0,.
C[C@@H]1CN([C@H](C)CO)C(=O)Cc2cc(NS(=O)(=O)c3ccccc3)ccc2O[C@H]1CN(C)S(=O)(=O)c1ccc(F)cc1,.,-1.0
COc1ccc(C(CC(=O)O)C(=O)O)cc1OC (centres undefined),-3.6,-5.3
O=C(Nc1ccc2c(c1)[C@H]1C[C@H](CC(=O)N3CCc4ccccc4C3)O[C@H](CO)[C@H]1O2)NC1CCCC1,.,-12.3
C[C@@H]1CCCCO[C@H](CN(C)C(=O)Nc2ccc(C(F)(F)F)cc2)[C@@H](C)CN([C@H](C)CO)C(=O)c2cc(NC(=O)Cc3ccccc3)ccc2O1,-3.8,.
C=CCN1C(=O)[C@@]2(O[C@@H](CCn3cc(CCO)nn3)[C@H]([Si](C)(C)c3ccc(OC)cc3)[C@H]2C)c2cc(NC(=O)c3ccc(OC)cc3)ccc21,1.5,.
CCOC(=O)Cc1c(C)nc2c(-c3ccccc3OC)c(C)nn2c1C,-1.1,1.9
C[C@H](CO)N1C[C@H](C)[C@H](CN(C)C(=O)CCCN(C)C)OCCCC[C@H](C)Oc2ccc(NC(=O)c3ccncc3)cc2C1=O,.,-4.0
C[C@@H]1CN([C@H](C)CO)C(=O)Cc2cc(NC(=O)CCC(F)(F)F)ccc2O[C@@H]1CN(C)Cc1ccc2c(c1)OCO2,2.5,-10.1
CSc1cccc(NC(=O)C(C)NS(=O)(=O)c2ccc(F)cc2)c1 (centres undefined),1.9,7.7
C[C@@H]1CN([C@@H](C)CO)C(=O)c2cc(NC(=O)NC3CCCCC3)ccc2O[C@@H]1CN(C)C(=O)Nc1ccc(F)cc1,.,-7.7
C[C@@H]1CN([C@@H](C)CO)C(=O)c2cc(NC(=O)Nc3ccc(F)cc3)ccc2O[C@@H](C)CCCCO[C@H]1CN(C)C,.,-6.7
Cc1noc(C)c1NC(=O)Nc1ccc2c(c1)C(=O)N([C@@H](C)CO)C[C@H](C)[C@@H](CN(C)Cc1ccc(Cl)c(Cl)c1)O2,0.9,.
C[C@@H]1CN([C@@H](C)CO)S(=O)(=O)c2ccc(-c3cccc(C(=O)N(C)C)c3)cc2O[C@H]1CN(C)C(=O)Nc1ccc(F)cc1,.,5.2
C[C@@H]1CCCCO[C@H](CN(C)Cc2ccccc2)[C@H](C)CN([C@@H](C)CO)C(=O)c2cc(NC(=O)CCCN(C)C)ccc2O1,.,7.2
COCCOC(=O)N1C(=O)[C@@]2(c3cc(C#CC4(O)CCCCCC4)ccc31)[C@H](c1ccc(OCCO)cc1)N1[C@H](c3ccccc3)[C@H](c3ccccc3)OC(=O)[C@H]1[C@@H]2C(N)=O,2.2,.
COc1ccc(S(=O)(=O)Nc2ccc3c(c2)C(=O)N([C@@H](C)CO)C[C@H](C)[C@H](CN(C)S(=O)(=O)c2ccc(C)cc2)O3)cc1,0.6,.
COc1ccc(OCC(=O)Nc2cccc3ncccc23)cc1,4.6,15.8
CN(C(=O)CSc1nnc(-c2ccc([N+](=O)[O-])cc2)n1C)c1ccccc1,-2.8,6.0
C[C@H]1CN([C@@H](C)CO)C(=O)c2cc(-c3cccc(C#N)c3)cnc2O[C@H]1CN(C)Cc1ccccc1,.,9.6
COc1ccc(CN(C)C[C@@H]2Oc3ccc(NC(=O)Nc4c(C)noc4C)cc3CC(=O)N([C@@H](C)CO)C[C@H]2C)cc1,.,5.3
COC(=O)c1cccc(NC(=O)CSc2nc(C)c3c(n2)CCCC3)c1,3.5,14.9
CN(Cc1cc2ccccc2[nH]c1=O)S(=O)(=O)c1ccccc1,0.3,20.8
Cc1noc(C)c1NC(=O)N(C)C[C@H]1OCCCC[C@@H](C)Oc2ccc(NC(=O)Nc3ccc(F)cc3)cc2C(=O)N([C@H](C)CO)C[C@@H]1C,0.9,.
C[C@H]1CN([C@@H](C)CO)C(=O)c2cc(NS(=O)(=O)c3cccs3)ccc2O[C@@H]1CN(C)Cc1ccncc1,0.1,.
Cc1ccc(C)c(NC(=O)C(Cc2ccccc2)N2C(=O)c3ccccc3C2=O)c1 (centres undefined),0.1,2.3
CC(=O)OCCSc1nc(N(C)C)nc(N(C)C)n1,-3.9,2.6
C[C@]1(C(=O)NC2CC2)c2ccccc2C(=O)N(Cc2cc(C(F)(F)F)cc(C(F)(F)F)c2)[C@H]1c1ccc(CO)cc1,-4.9,.
C[C@@H]1CN([C@H](C)CO)C(=O)c2cccc(NC(=O)Nc3cccc4ccccc34)c2O[C@H]1CN(C)S(=O)(=O)c1cn(C)cn1,.,-13.3
C[C@H](CO)N1C[C@H](C)[C@@H](CN(C)S(=O)(=O)c2ccc3c(c2)OCCCO3)OCc2cn(nn2)CCCC1=O,-1.8,-1.0
C[C@H]1CN([C@@H](C)CO)C(=O)Cc2cc(NS(=O)(=O)c3ccc(Cl)cc3)ccc2O[C@H]1CN(C)C(=O)Nc1ccc(C(F)(F)F)cc1,-2.4,.
Cc1ccc2nc(-c3ccc(NC(=O)COc4ccc([N+](=O)[O-])cc4)cc3)sc2c1,6.3,70.2*
O=C(CSc1nc2sc3c(c2c(=O)[nH]1)CCCC3)Nc1ccc(Cl)cc1,7.3,-3.4
CN(Cc1nc(-c2ccncc2)no1)S(=O)(=O)c1ccc(Cl)cc1,-2.7,-11.1
C[C@@H]1CN([C@@H](C)CO)C(=O)CCCn2cc(nn2)CO[C@@H]1CN(C)C(=O)Nc1ccc2c(c1)OCO2,-2.0,-3.4
C[C@@H]1CN([C@@H](C)CO)C(=O)Cc2cc(NC(=O)c3ccncc3)ccc2O[C@@H]1CN(C)Cc1ccccc1,0.4,.
Cc1noc(C)c1S(=O)(=O)N(C)C[C@@H]1Oc2c(NC(=O)C3CCOCC3)cccc2C(=O)N([C@@H](C)CO)C[C@@H]1C,.,11.4
C[C@H]1CN([C@@H](C)CO)C(=O)Cc2cc(NS(C)(=O)=O)ccc2O[C@H]1CN(C)C(=O)Nc1ccc2c(c1)OCO2,-0.8,.
COc1ccccc1-n1c(SCC(=O)N(c2ccccc2)c2ccccc2)nc2ccccc2c1=O,1.1,-12.0
COCC#Cc1ccc2c(c1)O[C@@H](CN(C)Cc1cncnc1)[C@H](C)CN([C@H](C)CO)S2(=O)=O,.,-1.0
C[C@@H]1CN([C@@H](C)CO)C(=O)c2cc(NS(=O)(=O)c3cn(C)cn3)ccc2O[C@@H]1CN(C)C(=O)Nc1ccc2c(c1)OCO2,.,5.1

2 records picked at random from those above:
mol,STK33 kin inh,mut p53 react
CC(=O)OCCSc1nc(N(C)C)nc(N(C)C)n1,-3.9,2.6
COC(=O)c1cccc(NC(=O)CSc2nc(C)c3c(n2)CCCC3)c1,3.5,14.9

(next part)
mol,STK33 kin inh,mut p53 react
CNC[C@@H]1Oc2c(NC(=O)NC3CCCCC3)cccc2C(=O)N([C@H](C)CO)C[C@@H]1C,.,-2.3
CN(c1cccc(NC(=O)c2ccc(Cl)c(S(=O)(=O)Nc3ccccc3)c2)c1)S(C)(=O)=O,-0.8,-10.9
C[C@H]1CN([C@@H](C)CO)C(=O)Cc2cc(N(C)C)ccc2O[C@H]1CN(C)S(=O)(=O)c1ccc(Cl)cc1,-5.8,.
C[C@H]1CCCCO[C@@H](CN(C)C(=O)CCCN(C)C)[C@@H](C)CN([C@@H](C)CO)C(=O)c2cc(NS(C)(=O)=O)ccc2O1,.,-1.4
C[C@H]1CN([C@@H](C)CO)C(=O)c2cc(-c3ccc(F)cc3)cnc2O[C@@H]1CN(C)C(=O)Nc1ccc(F)cc1,.,-0.8
C[C@@H]1CCCCO[C@H](CN(C)C(=O)CCCN(C)C)[C@@H](C)CN([C@H](C)CO)C(=O)c2cc(N(C)C)ccc2O1,4.7,-0.6
COCC#Cc1ccc2c(c1)O[C@H](CN(C)C(=O)c1ccccc1F)[C@@H](C)CN([C@@H](C)CO)S2(=O)=O,.,23.9
C[C@@H]1CCCCO[C@H](CN(C)Cc2ccccc2)[C@@H](C)CN([C@H](C)CO)C(=O)c2cc(NS(=O)(=O)c3cccs3)ccc2O1,-2.7,-8.6
C[C@H](CO)N1C[C@H](C)[C@@H](CN(C)C(=O)Nc2ccc3c(c2)OCO3)Oc2ccc(NC(=O)NC3CCCCC3)cc2C1=O,.,9.3
CC(C)NC(=O)N(C)C[C@H]1Oc2ccc(NS(C)(=O)=O)cc2C(=O)N([C@@H](C)CO)C[C@@H]1C,-0.4,.
COc1ccc(OC)c(C(O)CNC(=O)CN)c1 (centres undefined),-11.8,.
COc1ccc(C(=O)NC(c2c(C)[nH]n(-c3ccccc3)c2=O)(C(F)(F)F)C(F)(F)F)cc1,.,-9.4
C[C@H]1CN([C@@H](C)CO)C(=O)c2cc(NC(=O)Cc3cn(C)c4ccccc34)ccc2O[C@@H]1CN(C)S(=O)(=O)c1ccc(Cl)cc1,-6.9,.
CSc1cccc(NC(=O)CSc2nnc(-c3cccc(C)c3)n2C)c1,0.8,4.4
C[C@H]1CN([C@@H](C)CO)C(=O)Cc2cc(NC(=O)CCC(F)(F)F)ccc2O[C@H]1CN(C)CC1CC1,-2.2,.
C[C@@H]1CN([C@@H](C)CO)C(=O)c2cc(NS(C)(=O)=O)ccc2O[C@@H](C)CCCCO[C@H]1CN(C)C(=O)c1ccncc1,.,11.8
C[C@@H]1CN([C@H](C)CO)C(=O)CCCn2cc(nn2)CO[C@H]1CN(C)S(=O)(=O)c1ccccc1,-0.9,3.7
C[C@H]1CN([C@@H](C)CO)C(=O)c2cccc(NC(=O)NC3CCCCC3)c2O[C@@H]1CN(C)S(=O)(=O)c1ccccc1,.,2.4
O=C(Cn1cc(C(=O)c2cccs2)c2ccccc21)NCC1CCCO1 (centres undefined),1.2,-20.6
C[C@@H]1CCCCO[C@@H](CN(C)C(=O)Nc2ccc(C(F)(F)F)cc2)[C@@H](C)CN([C@H](C)CO)C(=O)c2cc(NC(=O)Nc3cccc4ccccc34)ccc2O1,2.7,.
